# KOR beta-arrestin-1 = kappa opioid receptor blockers – cell-based, luminescence, uHTS (AID 1778). KOR beta-arrestin recruitment, luminescence, antagonist mode; higher % means a stronger effect. inhibition, % at 10 µM, or IC50 in µM where a hit was titrated. hit rate 0.091% among 290,000; further: strong numbers were not always called active
# SIAH1 antagonists = Siah-1 peptide-binding antagonists, primary screen, biochemical, fluorescence polarization, rhodamine-plectin, uHTS (AID 1817). hit rate 0.02% among 290,000. Siah-1 / rhodamine-plectin peptide fluorescence polarization; higher % means a stronger effect. displacement, % at 20 µM; hits with a dose series show IC50 in µM;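 active means displacement of at least 50% at 20 µM, with a fluorescence ratio check between 0.3 and a set limit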;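 further: plate controls were Siah plus tracer with DMSO for no effect and tracer alone without Siah for full effect; strong numbers were not always called active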
# Myeloid diff 2 = promotes myeloid progenitor differentiation. ER-HoxA9 myeloid progenitors, lysozyme-GFP differentiation, flow cytometry. calls only at 10 µM. hit rate 1% among 360,000. AID 624256;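 active means normalized GFP-positive differentiation at or above the plate's own cutoff, the solvent-only control mean plus 3 SD; inconclusive means no clear call, values can overlap the other calls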;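 further: cells exposed to compound for four days before flow analysis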
# NOD1 NF-kB reporter = NOD1 signaling inhibitors, primary screen, cell-based, luminescence, uHTS (AID 1578). one-dose inhibition, % at 4 µM; EC50 in µM for titrated hits. hit rate 1% among 290,000. NOD1-driven NF-kB luciferase reporter cells, luminescence; higher % means a stronger effect; in the data active means inhibition mostly above about 36%, no sharp cut-off; inactive means mostly below about 34%;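 further: HEK-293T reporter cells stimulated with the NOD1 agonist gamma-tri-DAP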
# PhoP inhibition = PhoP-dependent GFP reporter repression – Salmonella Typhimurium, primary screen (AID 1863) | S. Typhimurium PhoP-regulated promoter GFP reporter, 4 h; higher % means a stronger effect | inhibition, % at 50 µM, or IC50 in µM where a hit was titrated | hit rate 0.16% among 300,000;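 active means inhibition over 29.93%, a cutoff 3 SD above the screen mean, later confirmed by dose response; inconclusive means inhibition over 29.93% but no dose response follow-up; inactive means inhibition at most 29.93% or unconfirmed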;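 further: 0% = low Mg2+ inducing control and 100% = high Mg2+ repressing control; strong numbers were not always called active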
# KOR beta-arrestin-2 = KOR agonists, beta-arrestin recruitment, primary screen, cell-based, luminescence, uHTS (AID 1777) | activation, % at 10 µM, or EC50 in µM where a hit was titrated | hit rate 0.02% among 280,000 | KOR beta-arrestin recruitment, luminescence; higher % means a stronger effect; in the data active means activation above about 50%, passing the limit was not always enough; further: a part of the inactive calls stands beside numbers as strong as those of hits
# NOD2 inhibition = inhibition of NOD2-driven NF-kB reporter – cell-based, luminescence, uHTS, HEK293 (AID 1566) | HEK293 NOD2/NF-kB luciferase reporter, luminescence; higher % means a stronger effect | inhibition, % at 4 µM, or EC50 in µM where a hit was titrated | hit rate 0.63% among 290,000; further: many of its hits are not listed in these tables
# LYP phosphatase = PTPN22 lymphoid phosphatase activity blockers – biochemical, fluorescence intensity, uHTS (AID 1779). recombinant LYP phosphatase, fluorescence intensity; higher % means a stronger effect. hit rate 0.054% among 290,000. one-dose inhibition, % at 11.5 µM; IC50 in µM for titrated hits;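 further: plate controls were vehicle with enzyme for no effect and no enzyme for full effect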
# HIV peptide binding = inhibitors of HIV fusion peptide binding, primary screen, biochemical, uHTS, fluorescence dequenching (AID 1986) | cell-free peptide binding, fluorescence dequenching, 30 min; higher % means a stronger effect | one-dose inhibition, % at 20 µM; IC50 in µM for titrated hits | hit rate 0.3% among 290,000; in the data active means inhibition mostly above about 52%, no sharp cut-off; inactive means mostly below about 76%; further: some results filed as inactive read as strong as hits
# Myeloid diff 2 GFP+ MAC1+ % = also measured in Myeloid diff 2; calls as there; GFP+ MAC1+ double positive, %; measured here: differentiation confirmed by MAC1 staining
# * hit, by the source's call; i = inactive; ? = inconclusive; . = no result given; & = joins results of further samples; [ ] = dose if it differs, or a comment. Unless noted, no stated cut-off is given here; in the data, active means inhibition above about 50%; inactive means the rest.
SMILES,KOR beta-arrestin-1,SIAH1 antagonists,Myeloid diff 2,Myeloid diff 2 GFP+ MAC1+ %,NOD1 NF-kB reporter,PhoP inhibition,KOR beta-arrestin-2,NOD2 inhibition,LYP phosphatase,HIV peptide binding
COc1ccccc1NC(=O)N1CCN(C)CC1,-20.8%[20 µM],1.3%,i,0.2,-32.0%,.,.,15.7%,-6.4%,0.5%
O=C(COC(=O)c1cccc(-n2cnnn2)c1)Nc1c(Cl)cccc1C(F)(F)F,10.6%,2.3%,i,1.1,-29.7%,-7.3%,3.3%,5.2%,-1.8%,1.8%
CCNC(=O)/C(C#N)=C/c1c(N2CCOCC2)nc2ccccn2c1=O,3.8%,-2.1%,i,0.2,-15.3%,-11.9%,-0.6%,-13.7%,-11.0%,1.5%
Cc1ccccc1Nc1c(-c2cccnc2)nc2cccc(C)n12,12.8%,-6.6%,i,0.6,-8.1%,-5.9%,-6.6%,19.1%,-3.1%,-2.2%
CC1CC(C)CN(C(=S)Nc2ccc(OC(F)F)cc2)C1 (stereo not given),0.8%,8.8%,i,0.4,6.7%,-10.1%,1.2%,0.7%,-9.7%,-0.2%
O=C1CC(NNc2nc3ccccc3s2)C(=O)N1c1ccccc1 (stereo not given),-40.7%,-3.7%,i,5.6,5.3%,1.3%,6.9%,-9.4%,-8.8%,-1.2%
O=S(=O)(NCc1cccnc1)c1ccc(Br)c2ccccc12,-9.3%,9.2%,i,0.4,-9.8%,8.3%,-1.5%,-0.5%,-9.1%,-0.4%
COc1ccc(CNC(=O)C2CCN(S(=O)(=O)c3cccc4nonc34)CC2)cc1,-3.2%,-1.0%,i,3.0,-11.9%,-4.5%,-1.0%,-9.7%,-0.5%,-1.3%
COc1ccc(-n2nc(C(=O)NCC(=O)NC(C)C)c3ccccc3c2=O)cc1OC,1.4%,0.7%,i,0.2,-4.1%,-8.0%,1.3%,-5.2%,-3.4%,0.2%
COC(=O)c1cccnc1SCc1ccccc1,20.1%,3.3%,i,0.8,-17.4%,2.2%,-0.3%,-14.3%,3.5%,1.1%
O=C(NCc1cccs1)c1ccccc1[N+](=O)[O-],0.4%,4.7%,i,0.2,-12.0%,-2.2%,-0.1%,24.9%,-4.6%,1.2%
CCOC(=O)C1C(=O)CC(=O)CC1CC(C)SCC (stereo not given),20.4%,-3.2%,i,1.1,11.8%,10.6%,-1.4%,3.4%,-3.7%,-3.5%
CCOC(=O)CSc1nc(C)c(C(C)=O)cc1C(N)=O,15.7%,-0.1%,i,0.2,-29.1%,-10.4%,-3.0%,-11.5%,6.9%,-0.1%
CC(=C\c1ccccc1)/C=C1/SC(=S)N(CCCC(=O)O)C1=O,-29.5%,2.1%,i,0.7,3.8%,10.8%,2.9%,5.1%,5.6%,47.1%
Cc1c(C(=O)N2CCc3ccccc3C2)oc2ccccc12,-21.0%,-1.0%,?,.,-77.7%,-2.9%,2.0%,-23.1%,7.9%,1.9%
Cc1ccc(NC(=O)CN(C)C(=O)COc2cccc3cccnc23)cc1,9.6%,-6.4%,i,0.4,-17.2%,8.7%,-2.0%,-0.2%,1.9%,-0.9%
COc1ccccc1CCNC(=O)C(=O)NCC1OCCN1S(=O)(=O)c1cccs1 (stereo not given),-38.1%,-6.4%,i,1.8,5.7%,-1.3%,1.8%,6.2%,-11.0%,0.9%
C/C(CC(=O)NCCCN1CCOCC1)=N\NC(=O)COc1cccc2ccccc12,17.6%,-0.6%,i,0.1,-5.8%,26.4%,2.6%,12.7%,-4.8%,-1.6%
COCCn1c(CN2CCN(c3ccc(OC)cc3)CC2)nc2c1c(=O)n(C)c(=O)n2C,7.7%,7.3%,i,0.8,2.6%,4.6%,1.8%,16.9%,-7.8%,-3.4%
COc1ccc2nc(N3CCC(O)CC3)c(C#N)cc2c1,-17.2%,0.8%,i,1.1,-10.5%,0.6%,-2.9%,-3.7%,-8.9%,1.4%
O=C(Cc1c(F)cccc1Cl)NCCN1CCOCC1,-14.0%,-4.5%,i,0.2,29.6%,10.3%,-4.5%,-11.6%,-6.2%,-0.5%
Cc1ccc(C)c(N2CCN(S(=O)(=O)c3cc4c(cc3C)NC(=O)CO4)CC2)c1,-48.1%[20 µM],-2.1%,i,1.6,0.8%,.,-1.7%,-11.3%,-4.0%,-1.4%
Cc1ccc(SCC(=O)Nc2ccc3c(c2)OCCO3)cc1,.,0.3%,i,0.3,-57.8%,-10.3%,-1.4%,-69.4%,-3.5%,-1.9%
S=c1[nH]nc(-c2ccco2)n1/N=C/C=C/c1ccccc1,-4.8%,3.3%,i,2.7,9.0%,-5.1%,-1.4%,10.6%,-4.7%,3.2%
COc1cccc(OCCn2cc(C(C)=O)c3ccccc32)c1,-31.4%[20 µM],-8.2%,i,0.1,.,-6.0%,.,.,-5.2%,-2.5%
COc1ccc([N+](=O)[O-])cc1/C=N/NC(=O)CNC(=O)c1cccc(F)c1,28.0%,-1.8%,i,0.5,-39.2%,11.9%,-6.6%,6.9%,-4.3%,0.4%
CC(=O)Nc1ccccc1OCC(O)CS(=O)(=O)c1ccc(C(F)(F)F)cn1 (stereo not given),2.4%,13.7%,i,0.6,-4.4%,1.0%,-3.3%,19.6%,-8.0%,-1.7%
Cc1ccc2nc(-c3ccc(NC(=O)COC(=O)c4cncc(Br)c4)cc3)sc2c1,5.6%,5.9%,?,.,-31.1%,-12.1%,0.5%,-118.6%,-2.8%,0.0%
COc1ccccc1/C=C(\NC(=O)c1cccc(C)c1)C(=O)Nc1ccccn1,-15.4%,1.0%,i,0.4,-2.6%,-3.1%,-3.1%,6.0%,-12.0%,2.4%
O=C1Nc2ccc(Br)cc2C1=Nc1ccc(-c2nnc3n2CCCCC3)cc1,6.1%,-0.7%,.,.,-21.7%,8.5%,-3.0%,-12.7%,5.3%,0.9%
CC(C)CC(NC(=O)OC(C)(C)C)c1cn([C@@H](Cc2cc3ccccc3[nH]2)C(=O)N2CCN(C(=O)OC(C)(C)C)CC2)nn1 (stereo not given in full),7.8%,5.2%,i,1.3,-16.8%,3.4%,-5.4%,-0.6%,6.6%,3.8%
COc1cccc(C(C#N)N2N=C(C)CC2(C)C)c1O (stereo not given),-38.6%,1.4%,i,5.2,9.9%,-4.8%,1.7%,13.8%,-1.7%,-2.4%
CC(=O)c1cccc(NC(=S)NC(=O)c2ccccc2Br)c1,8.4%,5.5%,i,0.5,1.7%,-1.4%,9.8%,-13.1%,-1.1%,2.9%
CCOc1ccc2sc(NS(=O)(=O)c3ccc(OC)c(OC)c3)nc2c1,-0.1%,3.7%,i,5.6,-21.2%,-4.3%,-5.3%,2.0%,1.2%,6.4%
CCOC(=O)c1cnc(-n2nc(C)cc2C)nc1Nc1cccc(C(=O)O)c1,15.2%,0.2%,i,2.9,-25.9%,-2.8%,7.8%,-12.8%,-13.0%,-2.2%
Cc1ncsc1CCOC(=O)c1cccc([N+](=O)[O-])c1,10.5%,8.4%,i,0.7&0.4,-21.3%,-3.0%,5.4%,-3.1%,-8.5%,3.9%
CN(C)S(=O)(=O)c1cccc(-c2csc(N/N=C/c3ccco3)n2)c1,34.1%,-4.6%,i,1.2,8.4%,-10.4%,2.6%,-8.4%,-6.9%,5.0%
COCCNS(=O)(=O)c1ccc2c3c(cccc13)C(=O)N2C,-17.5%[20 µM],12.1%,i,0.0,-23.7%,2.7%,.,-7.6%,-11.1%,2.5%
CCn1c(C)cc(/C=C2/SC(=S)NC2=O)c1C,18.2%,4.9%,i,1.0,-25.2%,-13.8%,-3.4%,-39.5%,3.0%,17.2%
COc1ccccc1NC(=O)C1=C(C)N(c2ccccc2)C(=S)NC1c1cccc(C(F)(F)F)c1 (stereo not given),-26.0%,1.0%,i,0.8,24.4%,14.3%,-5.2%,-1.9%,2.7%,-0.2%
O=C(O)C(Cc1ccccc1)N1C(=O)/C(=C/C=C/c2ccco2)SC1=S (stereo not given),-11.1%,9.2%,i,0.7,-8.3%,-16.8%,1.6%,15.9%,3.4%,69.2%*
CC(=O)c1ccccc1OCCn1nnc(-c2ccc(C)cc2)n1,-27.1%,11.6%,i,1.2,-11.3%,7.5%,-3.7%,6.7%,-1.3%,-0.1%
CN=C(C)C1=C(O)C(C(=O)OC)C(C)(C)CC1=O (stereo not given),7.4%,3.5%,i,1.1,-3.4%,-15.6%,-3.0%,4.7%,-7.2%,0.7%
CC1CCc2nn(CC(=O)N3CCCCCC3)cc2C1 (stereo not given),-35.7%,-2.9%,i,0.7,-7.8%,-6.1%,-0.4%,12.0%,-0.1%,-1.6%
CCOC(=O)c1c(C)[nH]c(C)c1S(=O)(=O)NCc1ccccc1OCC,-1.2%,-4.0%,i,1.9,-2.6%,-4.7%,-4.8%,10.1%,-15.7%,-1.2%
CCOC(=O)c1c(N)n(-c2ccc(N)cc2)c2nc3ccccc3nc12,-13.0%,0.2%,i,0.0,-50.2%,-0.6%,-1.1%,3.0%,-10.7%,-4.2%
CC12CCC(=O)N1C(C(=O)NCCc1ccc(F)cc1)CS2 (stereo not given),-24.8%,2.4%,i,1.4,-18.2%,-8.7%,1.1%,7.6%,-9.6%,3.5%
C/C(=N/NC(=O)Cc1cccc2ccccc12)c1cccs1,14.9%,-0.8%,i,0.5,22.1%,-4.6%,17.4%,10.6%,-3.0%,0.5%
O=C(CCNS(=O)(=O)c1ccc(Br)cc1)NC1CCCCC1,4.7%,-5.6%,i,1.1,-11.3%,1.0%,-2.8%,10.7%,-9.0%,-0.9%
C=C(C)C1CCC(C)=C1CC(C)(C)/C=N\n1cnnc1 (stereo not given),-105.1%,-5.1%,i,3.1,13.1%,-3.9%,10.8%,5.3%,-4.7%,0.1%
CCCCNC(=O)COC(=O)c1c2c(nc3ccccc13)CCC2,-24.2%,14.9%,i,0.6,12.5%,-6.8%,3.1%,-0.4%,-7.2%,10.0%
Cc1nc(SCC(=O)c2cc3ccccc3oc2=O)c(C#N)c(-c2ccccc2)c1C(=O)Nc1ccccc1,7.5%,6.7%,i,2.9,-8.1%,10.1%,-3.9%,18.2%,6.0%,10.8%
Cc1cccn2c(=O)c(C(=O)NCCCN3CCCCC3C)c(O)nc12 (stereo not given),-30.7%,-0.5%,i,2.1,-12.6%,-12.2%,-3.1%,7.5%,-8.8%,-1.0%

# Screening results (PubChem BioAssay)

# Not all compounds are listed. The share of hits here may be higher or lower than overall.
